Screening results (PubChem BioAssay)
EWS-Fli block = EWS/Fli-driven NR0B1 reporter inhibitors, primary screen, A673 cells, NR0B1 luciferase, luminescence, MLPCN library | viability-normalised | inhibition, % at 12.6 µM | 0.67% of 350,000 active;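 active means mean inhibition of at least 50% after viability correction, with every replicate also passing that limit; inconclusive means mean reaches 50% but only one of two replicates passes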;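 further: firefly luciferase signal divided by Alamar Blue viability fluorescence both relative to DMSO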
DENV2 CPE = inhibitors of DENV2 cytopathic effect, primary screen, cell-based, plate reader, single concentration | 1.7% of 350,000 active | CPE inhibition, % at 9.99 µM | DENV2-infected cells, cytopathic effect rescue; in the data active means CPE inhibition above about 20%, passing the limit was not always enough; inconclusive means no clear call, values can overlap the other calls; tested in BHK-21 cells;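 further: 0% = median of neutral control wells and 100% = median of positive control wells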
INS-1E GSIS act = GLuc luminescence reporter in INS-1E cells, primary screen for activators of glucose-dependent secretion of insulin; INS-1E GLuc reporter insulin secretion, 2-3 h; activation, % at 16.6 µM; 0.61% of 370,000 active; AID 743287, 2014;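 active means lowest replicate activation of at least 40%, so every replicate reaches that level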;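 further: 0% = median of neutral control wells and 100% = median of IBMX positive control wells; some compounds called inactive have numbers as strong as hits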
miR-122 sensor = miR-122 Renilla sensor signal increase in Huh7, primary screen, miR-122 inhibitor project, cell-based, single point, plate reader | AID 602342, 2012 | 0.3% of 340,000 active | activation (reporter increase), % at 12.5 µM | Huh7 miR-122 Renilla luciferase sensor, 48 h; neutral wells = 0, positive control = 100;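 active means mean replicate activation score at least 90 and every replicate individually at or above 90; inconclusive means only one of the two criteria met; inactive means neither criterion met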;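 further: higher luciferase means less miR-122 activity so hits act as miR-122 inhibitors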
CFTR F508del cor = F508del CFTR correction, initial screen, CFBE line, single point; CFBE cells, YFP halide quenching; stimulated with forskolin plus potentiator P3; % fluorescence drop versus neutral controls; activity (quench increase), % at 7.58 µM; 0.36% of 350,000 active;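 active means mean added fluorescence quench of at least 8% versus neutral control, with both replicates also reaching 8%; inconclusive means only one of the mean or replicate conditions met; inactive means mean below 8% and not both replicates reaching 8%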;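 further: cells transiently co-express mutant CFTR-F508del with the halide-sensitive YFP; corrector assay measuring rescue of mutant channel to the surface after 24 h compound exposure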
FN deposit inh = inhibitors of fibronectin matrix deposition, primary screen, AH1F cells, Alexa488-fibronectin fluorescence, plate reader | AH1F fibroblasts, overnight | inhibition, % at 12.6 µM | 0.086% of 350,000 active | AID 743247, 2014;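 active means mean inhibition across replicates of 30% or more, regardless of how many single replicates reach that level; inconclusive means mean under 30% yet at least half of replicates reach 30%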;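 further: positive control wells lacked labelled fibronectin entirely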
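test system = AH1F fibroblasts assembling fluorescent fibronectin matrix | quantity = 10000 AH1F cells per well | buffer or medium = DMEM plus 2% serum, read in PBS | doses = single dose, pinned | incubation = 1 h cell attachment, overnight exposure to compound and label | detection = fluorescence at 485 nm excitation, 525 nm emission | read-out basis = inhibition from reduced deposited-fibronectin fluorescence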
PAX8 reporter = inhibitors of PAX8-driven TPO luciferase reporter, primary screen, RMG-I cells, single concentration. 1.2% of 360,000 active. SteadyGlo, 24 h. AID 652154, 2013. inhibition, % at 12.6 µM;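 active means mean replicate inhibition at least 60% with every replicate also reaching 60%; inconclusive means only one of the two criteria is met; inactive means mean below 60% and not all replicates reaching 60%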;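 further: luciferase light reporting Pax8 driven TPO promoter activity; plate controls were median of neutral control wells for no effect and mitoxantrone controls for full effect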
The depositor's hits bear a star; u = inconclusive; x = not tested or not shown; [ ] = remark or other dose.

SMILES	EWS-Fli block	DENV2 CPE	INS-1E GSIS act	miR-122 sensor	CFTR F508del cor	FN deposit inh	PAX8 reporter
CCN(C(=O)CSc1nc(C2CC2)n(-c2ccccc2)n1)C1CCS(=O)(=O)C1 (stereo not drawn)	-2.5	4.5	22.1	-4.5	-3.0	x	-3.2
CC1CN(CC(=O)NCc2ccccc2)CC(C)O1 (stereo not drawn)	7.8	4.3	20.9	-3.6	1.6	-6.0	-18.9
Cc1cccc(N2CCC(NCc3c(C(=O)N4CCCCC4)nc4c(C)cccn34)CC2)c1	-1.9	9.4	-41.0	x	-2.4	-13.2	13.7
C[C@H](CO)N1C[C@H](C)[C@H](CN(C)S(=O)(=O)c2cccs2)Oc2ccc(NC(=O)NC3CCCCC3)cc2CC1=O	4.1	2.1	-46.0	-1.8[16.7 µM]	0.5	5.4	-12.4
C[C@H]1CN([C@@H](C)CO)C(=O)Cc2cc(NC(=O)Nc3ccc(F)cc3)ccc2O[C@@H]1CN(C)CC1CCCCC1	-2.0	8.7	-13.5	-0.7[16.7 µM]	-0.6	x	-4.6
O=C(NCc1cccnc1)C1CC(=O)N(CCc2ccccc2)C1 (stereo not drawn)	-7.4	u	-1.2	-6.6	2.3	11.8	7.2
COc1ccc(NC(=O)N(C)C[C@H]2Oc3ccc(NC(=O)Cc4ccccc4)cc3CC(=O)N([C@H](C)CO)C[C@@H]2C)cc1	6.6	7.1	-6.2	-8.3[16.7 µM]	-1.6	x	7.2
CCN(c1ccccc1)S(=O)(=O)c1cc2c(cc1C)N(C)CCO2	-8.1	10.7	9.3	9.4	-4.0	6.8	6.5
O=C(O)c1ccc([N+](=O)[O-])cc1	-6.0	-0.6	1.2	x	-0.3	-0.5	-5.6
Cc1cccc(NC2=C(NCCO)C(=O)c3ccccc3C2=O)c1	-11.3	-0.4	70.3	-2.4	x	0.8	24.9
CCOc1ccc(N=Nc2c(=O)[nH]n3c(C)cc(C)nc23)cc1	-29.8	7.3	4.2	x	-4.8	-0.2	18.3
CC(C)Oc1c(Br)cc(Br)cc1/C=N/NC(N)=S	x	x	-35.3	-9.5	x	-12.2	0.6
CCS(=O)(=O)N1CCC(C(=O)Oc2ccc(C(=O)OC)cc2)CC1	4.2	-8.0	7.2	1.2	3.2	-1.2	0.2
CCOC(=O)N1CCC(NC(=O)c2cc(C(=O)Nc3ccc(F)cc3F)ccc2CO)CC1	13.0	1.1	x	-5.4	1.8	3.9	-10.2
O=C(Cn1nnc(-c2ccc(F)cc2)n1)NC(=O)NC1CCCCC1	4.6	-5.8	-0.4	0.6	-1.0	0.2	-11.1
COc1cccc(C2=NN(C(=O)c3cccs3)C(O)(C(F)(F)F)C2)c1 (stereo not drawn)	9.7	-7.8	-1.5	x	1.9	x	19.9
O=C(NCc1ccccc1Cl)[C@@H]1[C@@H](CO)[C@@H]2Cn3c(cccc3=O)[C@@H]2N1C(=O)C1CCOCC1	2.7	-2.2	-2.0	x	x	x	x
Cn1c([N+](=O)[O-])cnc1N1CCN(c2nncs2)C1=O	-12.8	-7.1	11.1	5.7	-2.3	-4.2	5.7
CN1CCN(C(=S)NCCc2ccccc2)CC1	-2.8	7.6	9.6	-0.3	-1.2	x	x
COc1ccc(-n2c(CNC(=O)COc3ccc(Cl)cc3)n[nH]c2=S)cc1	2.0	-1.3	1.0	-2.3	-4.2	-6.7	-6.1
CCCCn1nc(C(=O)NCC2COc3ccccc3O2)c2ccccc2c1=O (stereo not drawn)	8.4	-3.7	-36.4	4.3	0.0	-5.4	20.0
CCOC(=O)C1=C(C)NC(C)=C(C(=O)OCC)C1C(=O)OCC(=O)NC1(C#N)CCCCC1	0.4	-3.9	-1.8	-1.1	0.0	-0.7	15.2
Cc1ccc(NC(=S)N/N=C/c2c(C)[nH]c3ccccc23)cc1	9.9	0.9	-2.7	2.0	2.4	-1.4	-1.3
NC(=O)c1coc(-c2ccccc2)n1	-4.7	0.0	5.0	-6.6	-1.1	0.9	4.4
CCc1cccc(NC(=O)CCNS(=O)(=O)c2ccc3c(c2)oc(=O)n3C)c1	5.2	-3.6	-4.4	0.3	-1.5	2.1	17.0
FC(F)(F)c1cc(CO[C@@H]2CCCN[C@@H]2c2ccccc2)cc(C(F)(F)F)c1	3.6	-3.0	x	-4.1	-0.2	-8.8	-19.5
NC(=O)C1CC(=O)N(c2ccc(OCc3ccc(Cl)cc3)cc2)C1 (stereo not drawn)	-95.7	3.1	-8.8	-2.5	-0.6	-2.2	-85.4
Cc1cccc(NC(=O)COC(=O)c2ccc(C)c(S(=O)(=O)N3CCCCC3)c2)c1	1.8	-5.9	-36.7	x	-0.6	-2.2	16.4
COc1ccc(S(=O)(=O)Nc2ccc3c(c2)CC(=O)N([C@@H](C)CO)C[C@@H](C)[C@H](CN(C)Cc2ccccc2)O3)cc1	13.0	-8.6	-20.4	10.4[16.7 µM]	-1.0	x	20.1
Cc1c(N=C2C(=O)Nc3ccccc32)c(=O)n(-c2ccccc2)n1C	33.5	-4.4	-0.5	3.6	-1.1	-6.4	-3.8

Structures listed so far containing a CF3 group:
SMILES	EWS-Fli block	DENV2 CPE	INS-1E GSIS act	miR-122 sensor	CFTR F508del cor	FN deposit inh	PAX8 reporter
COc1cccc(C2=NN(C(=O)c3cccs3)C(O)(C(F)(F)F)C2)c1 (stereo not drawn)	9.7	-7.8	-1.5	x	1.9	x	19.9
FC(F)(F)c1cc(CO[C@@H]2CCCN[C@@H]2c2ccccc2)cc(C(F)(F)F)c1	3.6	-3.0	x	-4.1	-0.2	-8.8	-19.5

The list goes on.
SMILES	EWS-Fli block	DENV2 CPE	INS-1E GSIS act	miR-122 sensor	CFTR F508del cor	FN deposit inh	PAX8 reporter
COc1cc(C=NNC(=O)c2cccnc2)ccc1OC(=O)c1ccccc1F	4.5	-2.3	17.5	-4.2	0.5	-15.4	-11.2
N#Cc1ccccc1NC(=O)COC(=O)C1CCN(C(=O)c2ccc(Cl)cc2)CC1	2.4	-6.4	-10.8	-12.3	1.3	9.2	1.5
Cc1cc(C)cc(NC(=O)COC(=O)c2n[nH]c3ccccc23)c1	-31.6	-5.0	1.6	x	-2.0	-2.0	-11.8
Cc1ccccc1CSCC(=O)NNC(=S)NCC1CCCO1 (stereo not drawn)	x	-5.7	0.8	x	-0.5	1.1	-0.5
COc1ccc(OC)c(C(=O)COC(=O)c2[nH]c(C)c(C(C)=O)c2C)c1	1.3	-0.7	-12.4	x	3.0	x	0.3
C[C@@H](NC(=O)[C@H]1[C@H](CO)[C@H]2Cn3c(ccc(-c4ccccc4F)c3=O)[C@@H]1N2C)c1ccccc1	0.4	4.8	-0.4	x	x	x	x
O=S(=O)(c1ccccc1F)N1CC[C@@H]2[C@H](CO)Nc3ccc(-c4ccccc4)cc3[C@@H]21	-7.2	23.8*	3.6	17.9[16.7 µM]	1.1	6.6	6.0
COc1ccc(S(=O)(=O)Nc2c(C)nn(C)c2C)cc1Br	-1.6	30.8*	-7.3	-2.0	0.0	0.9	6.3
CCCN(C)C[C@H]1Oc2cc(-c3ccccc3F)ccc2S(=O)(=O)N([C@@H](C)CO)C[C@H]1C	10.5	-2.7	0.2	16.8[16.7 µM]	-3.0	-3.4	x
O=C(Nc1ccc2c(c1)OCO2)N[C@H]1CC[C@H](CC(=O)N2CCN(c3ccccc3)CC2)O[C@@H]1CO	-5.1	-6.1	8.5	x	0.7	14.4	22.3
O=C(CCSCCc1ccccn1)Nc1cc(F)ccc1F	x	x	-1.7	-8.4	x	10.1	-12.8
C[C@@H]1CN([C@H](C)CO)C(=O)c2cccc(NC(=O)c3ccncc3)c2O[C@@H]1CN(C)CC1CC1	0.9	5.4	-9.5	-3.9[16.7 µM]	-1.2	x	-0.2
Cc1cc(Cl)n2c(nc3cc(F)c(F)cc32)c1C#N	58.3*	-4.4	6.6	x	-9.9	-8.6	74.5*
Cc1cccc(NC(=O)C(C)Sc2nc3ccccc3c(=O)n2CCCN2CCOCC2)c1 (stereo not drawn)	-20.9	-2.5	-11.3	x	5.3	10.5	30.0
COc1ccc(Br)cc1CN(C)C(=O)C1=CC=CN2CCS(=O)(=O)N=C12	-4.3	4.1	17.0	x	0.9	2.0	14.8
COc1ccccc1NC(=O)CSc1ncc(CO)n1Cc1ccc(F)cc1	7.0	-5.8	0.4	1.6	-2.5	-8.6	-0.7
Cc1cccc(C2CC(c3ccc(Br)cc3)Nc3nc(N)nn32)c1 (stereo not drawn)	-4.4	-0.9	-3.8	2.9	-2.8	-25.2	-3.4
O=C(Cc1ccccc1)Nc1ccccc1C(=O)NCC1CCCO1 (stereo not drawn)	-1.9	-5.8	9.7	x	2.3	x	-6.0
COc1ccccc1NC(=O)Nc1nc(CC(=O)Nc2ccc(OC)c(OC)c2)cs1	-5.8	7.3	6.4	x	-1.1	0.4	-15.0
Cn1nc([N+](=O)[O-])nc1Sc1ccc(Cl)cc1	x	x	2.7	x	x	-1.1	-27.4

Continued, starting with the last two of the part before.
SMILES	EWS-Fli block	DENV2 CPE	INS-1E GSIS act	miR-122 sensor	CFTR F508del cor	FN deposit inh	PAX8 reporter
COc1ccccc1NC(=O)Nc1nc(CC(=O)Nc2ccc(OC)c(OC)c2)cs1	-5.8	7.3	6.4	x	-1.1	0.4	-15.0
Cn1nc([N+](=O)[O-])nc1Sc1ccc(Cl)cc1	x	x	2.7	x	x	-1.1	-27.4
CN(C)c1ccc(S(=O)(=O)N(C)C)cc1NC(=O)Cc1cccc2ccccc12	7.5	9.4	-0.9	17.9	1.4	1.3	-0.7
COc1ccc(S(=O)(=O)N(C)c2ccc(OC(=O)C(C)Oc3ccc(F)cc3)cc2)cc1 (stereo not drawn)	0.2	-10.8	1.9	x	-3.2	13.5	-2.3
CCCCNC(=O)Cn1c(=O)c2c(ncn2CC)n(Cc2ccccc2)c1=O	-0.3	-3.3	1.8	-5.5	0.8	-12.1	-10.3
COc1ccc2c(c1)c(C)cc[n+]2Cc1ccccc1	16.0	0.6	-2.3	1.4	-0.6	-3.6	39.3
CCC(=O)Nc1cc2[nH]c(=O)cc(C)c2cc1C	4.6	-2.7	-1.4	x	-2.6	-0.1	9.5
S=C(Nc1ccccc1)N1CCN(C2CCCCC2)CC1	x	x	x	6.9	x	5.0	-7.8
COc1ccc(C(=O)N/N=C/c2sc(N3CCOCC3)nc2-c2ccccc2)cc1OC	-0.3	17.6	10.9	-11.9	-1.1	7.4	17.2
CC(=O)Oc1ccc2c(=O)oc(-c3ccccc3C)nc2c1	13.7	1.9	-2.3	-5.2	0.1	-1.1	10.1
Cc1ccc(N2CCN(/N=C/c3cccs3)CC2)cc1	-53.5	-7.9	7.4	-10.4	-2.2	x	x
COc1ccccc1/C=N/NC(=O)c1cccc(OC(F)(F)C(F)F)c1	-4.4	-6.5	-12.9	x	x	2.2	33.3
COc1cccc(C(=O)NN2c3ccccc3CCc3ccccc32)c1	9.0	-8.5	5.7	1.9	-0.5	-4.5	67.4*
COc1ccc(-c2ccc(N3C(c4ccsc4)=Cc4ccc(F)cc4C3c3c[nH]c4ccccc34)cc2)cc1 (stereo not drawn)	-14.2	9.9	-3.2	x	3.4	-10.4	15.8
Cc1ccc(-n2cc(C(=O)c3ccc4ccccc4c3O)cn2)cc1	x	x	18.9	1.7	x	-8.9	14.1
Cc1cc(C)c(-c2c(O)c3cnn(-c4ccccc4)c3[nH]c2=O)c(C)c1	9.0	2.9	x	-1.9	-3.8	-8.3	2.2
